# ANO1 block: mouse TMEM16A channel inhibition, primary screen. 310,000 tested, 1.2% active. HEK293 TMEM16A/YFP iodide influx fluorescence, ionomycin. normalized B-score (activity score, 25-100; higher = stronger inhibition) at 10 µM. Q8BHY3;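 active means ratio plate-corrected score three or more library SD toward inhibition, starting fluorescence score within five deviations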;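 further: score derived from kinetic fluorescence span divided by baseline fluorescence per well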
# Target sequence (Q8BHY3 whole entry, looked up): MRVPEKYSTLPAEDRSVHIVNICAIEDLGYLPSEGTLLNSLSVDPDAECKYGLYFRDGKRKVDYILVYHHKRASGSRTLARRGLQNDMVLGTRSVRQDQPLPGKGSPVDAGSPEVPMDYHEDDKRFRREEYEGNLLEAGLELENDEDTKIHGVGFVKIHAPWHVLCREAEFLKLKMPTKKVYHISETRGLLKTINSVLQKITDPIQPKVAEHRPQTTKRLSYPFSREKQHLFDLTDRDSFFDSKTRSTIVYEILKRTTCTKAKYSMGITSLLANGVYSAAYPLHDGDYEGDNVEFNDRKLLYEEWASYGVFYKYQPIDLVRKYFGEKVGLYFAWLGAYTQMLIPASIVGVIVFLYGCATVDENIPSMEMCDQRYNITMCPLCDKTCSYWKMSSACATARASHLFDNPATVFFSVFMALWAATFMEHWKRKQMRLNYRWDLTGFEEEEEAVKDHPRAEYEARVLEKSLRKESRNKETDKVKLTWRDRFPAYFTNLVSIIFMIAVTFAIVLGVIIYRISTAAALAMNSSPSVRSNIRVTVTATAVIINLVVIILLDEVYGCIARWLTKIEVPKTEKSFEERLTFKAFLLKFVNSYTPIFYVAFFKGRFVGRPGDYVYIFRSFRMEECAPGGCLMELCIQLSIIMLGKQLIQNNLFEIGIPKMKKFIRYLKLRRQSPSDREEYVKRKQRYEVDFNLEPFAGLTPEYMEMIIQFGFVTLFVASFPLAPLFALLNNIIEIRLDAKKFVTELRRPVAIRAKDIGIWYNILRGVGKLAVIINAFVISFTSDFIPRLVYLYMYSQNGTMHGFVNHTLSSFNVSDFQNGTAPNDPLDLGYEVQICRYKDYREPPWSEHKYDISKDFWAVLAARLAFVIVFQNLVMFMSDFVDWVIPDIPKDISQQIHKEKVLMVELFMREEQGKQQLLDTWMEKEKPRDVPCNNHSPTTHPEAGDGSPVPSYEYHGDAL
# RGS4 act: potentiators or activators of RGS4. AID 463111. B-score at 10 µM. HEK293 M3R/inducible RGS4, carbachol calcium flux Fluo4; active compounds read low. 310,000 tested, 0.92% active;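 active means B-score of the integrated calcium signal more than 4 SD below the library mean, with starting fluorescence not abnormally high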;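 further: negative B-score means reduced calcium response which marks RGS4 activation or potentiation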
#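 System – HEK293 FlpIn-TREx cells, stable M3R, doxycycline-inducible RGS4 · Reagent – ECmax carbachol challenge · Times – compound preincubation 20 min at room temperature before agonist · Technique – Fluo4 fluorescence kinetic imaging of calcium · Measure – B score of integrated Fluo4 ratio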
# ANO1 activ: mouse TMEM16A channel activation, primary screen. HEK293 TMEM16A/YFP-H148Q/I152L, iodide quench fluorescence; active compounds read low. B-score at 10 µM. 340,000 tested, 0.3% active. AID 623877;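 active means fluorescence-ratio B-score plate-corrected deviation score at least 3 library SD below zero, with starting fluorescence score within 5 deviations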;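 further: channel opened by trigger with iodide after compound preincubation; score built on the fluorescence ratio of max minus min over baseline; more negative score means more quench and so TMEM16A activation or potentiation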
# KCNQ1 block: blocks the human KCNQ1 potassium channel | P51787 | CHO-K1 KCNQ1, FluxOR thallium flux fluorescence; active compounds read high | B-score at 10 µM | 310,000 tested, 1.3% active;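 active means compounds whose thallium flux B-score, printed positive for inhibition, exceeds three library SD while starting fluorescence stays within three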;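 further: channel opened by potassium depolarization with thallium stimulus after 20 min compound exposure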
# HDAC3 inh: inhibitors of human histone deacetylase 3; O15379; recombinant HDAC3, fluorogenic peptide/trypsin coupled, fluorescence; inhibition, % at 8.3 µM; 320,000 tested, 0.15% active; AID 2718; in the data active means inhibition above about 26%, passing the limit was not always enough
# KCNK9 inh: blocks the human KCNK9 two-pore domain potassium channel | Q9NPC2 | HEK293 KCNK9, FluxOR thallium flux fluorescence; active compounds read low | B-score at 10 µM | 310,000 tested, 1.2% active;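 active means ratio B-score over 3 SD below the library mean, with starting fluorescence within 5 SD of its mean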;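 further: negative B-score means less thallium flux so channel inhibition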
# KCNQ1 pot: human KCNQ1 channel potentiation or activation; 310,000 tested, 0.35% active; CHO-K1 KCNQ1, thallium flux FluxOR fluorescence; active compounds read high; AID 2648; P51787; B-score at 10 µM;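 active means fluorescence ratio B-score, a plate-corrected score, at least three library SD, with initial intensity B-score within 5 SD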
#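 Assay system: CHO-K1 cells stably expressing KCNQ1. Medium: assay buffer for compound exposure, DMSO matched across wells. Timing: 37 °C overnight plating, 90-min dark dye load, 20-min compound pretreatment. Signal: kinetic FluxOR fluorescence, 10 s baseline plus 110 s post-stimulus.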
# hERG protect: shields human hERG channel from block by proarrhythmic agents; CHO-hERG, FluxOR thallium flux, dofetilide IC70 present; activation (rescue from dofetilide block), less the hit threshold, % at 10 µM; 310,000 tested, 0.51% active;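 active means activation above the mean of controls blocked by dofetilide plus 5 SD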;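 further: thallium influx through hERG after potassium depolarization seen as dye fluorescence rise; in these data hits start at about 4.7%; inactives centre near -7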
# SKKanGAS inh: inhibitors of SKKanGAS S. pyogenes growth in kanamycin (SK-promoter or general growth effect). AID 1662. 300,000 tested, 1.3% active. BacTiter-Glo, 6 h. inhibition, % at 7.5 µM;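 active means mean replicate score, as percent of positive control median, at least 50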;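 further: strain carries kanamycin resistance gene driven by streptokinase promoter and grows in 40 µg/ml kanamycin; loss of luminescence reflects streptokinase promoter inhibition or plain growth inhibition; 0% = median of DMSO wells and 100% = positive control at its reference dose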
# RGS4 block: inhibitors of human RGS4; P49798; HEK293 M3R/RGS4 inducible, Fluo-4 calcium flux; active compounds read high; triggered by carbachol at its EC20; B-score at 10 µM; 310,000 tested, 0.45% active; AID 463165;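 active means B-score, a plate-corrected calcium signal, over three deviations above library mean, with baseline fluorescence within five deviations of library mean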;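 further: RGS4 expression induced by doxycycline in cells with stable M3 receptor; B-score is computed from the integrated fluorescence ratio over baseline after carbachol; higher B-score means a larger calcium signal and so more RGS4 inhibition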
# KCNK3 inh: human KCNK3 channel inhibition, primary screen | O14649 | B-score at 10 µM | 340,000 tested, 0.84% active | CHO-KCNK3 thallium flux, FluxOR fluorescence; active compounds read low;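 active means B-score under library mean minus 4 SD, starting fluorescence ratio at most library mean plus 5 SD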;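 further: more negative B-score means stronger inhibition of thallium flux through KCNK3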
# * hit, by the source's call; i = inactive; . = not tested or not shown. An unsorted share of the library, and some 6.3% of all compounds hit somewhere here.
SMILES,ANO1 block,RGS4 act,ANO1 activ,KCNQ1 block,HDAC3 inh,KCNK9 inh,KCNQ1 pot,hERG protect,SKKanGAS inh,RGS4 block,KCNK3 inh
O=C(NCCCCc1ccccc1)c1cccc(Br)c1,i,i,i,i,4,i,i,-3,-4,i,i
Cc1ccc(S(=O)(=O)N2CCC(C(=O)OCCOc3ccccc3)CC2)cc1C,i,i,i,i,-3,i,i,-9,-2,i,i
NC(=O)CC(NC(=O)Cc1cccc2ccccc12)c1ccc(NCCc2cccc(F)c2)c([N+](=O)[O-])c1 (stereo not drawn),i,i,i,i,-14,i,i,-1,6,i,i
Cc1ccc(NC(=O)c2ccc(NS(=O)(=O)/C=C/c3ccccc3)cc2)nc1,i,i,i,i,3,i,i,-12,24,i,i
O=S(=O)(Nn1cnnc1)c1ccccc1,i,i,i,i,7,i,i,-6,7,i,i
O=C(CSc1nnc(-c2ccco2)c(-c2ccco2)n1)c1ccccc1,i,i,i,i,13,i,i,-11,9,i,i
COc1ccccc1N1CCN(CC(O)COc2ccc3c(c2)OCO3)CC1 (stereo not drawn),i,i,i,i,13,i,i,-1,-10,i,i
Cc1cc(=O)oc2c(CN3CCN(C)CC3)c(O)c(Cl)cc12,i,i,i,i,-358,i,i,-3,9,i,i
CCOc1cc(C)ccc1OCc1nnc(SCC(=O)c2cccc([N+](=O)[O-])c2)n1CC,i,i,i,i,8,i,i,-9,5,i,i
O=C(N/N=C/c1cccnc1)c1ccccc1NS(=O)(=O)c1cccs1,i,i,i,i,0,i,i,-8,2,i,i
O=C(Nc1ccccc1C(F)(F)F)c1cc2ncc(CCCl)cn2n1,i,i,i,i,-6,i,i,-2,2,i,i
Cc1ccc(C(=O)NCCSc2snnc2C)cc1,i,i,i,i,-3,i,i,-9,1,i,i
CN(c1ccccc1)c1nc(N)c([N+](=O)[O-])c(Nc2ccccc2F)n1,i,i,i,i,-12,-6.9*,i,-3,29,i,i
CC(=O)c1sc(N/N=C2\CC3CCC2(C)C3(C)C)nc1C (stereo not drawn),i,i,i,i,4,i,i,-11,12,i,i
COc1ccc(Nc2cc(Cl)nc(N)n2)cc1,i,i,i,i,13,i,i,-2,-7,i,i
CCOC(=O)c1c(NC(=O)CCN2CCOCC2)sc2c1CC(C)(C)OC2,i,i,i,i,1,i,i,-12,3,i,i
CCOC(=O)Nc1ccc2c(c1)N(C(=O)OC)c1ccccc1CC2,i,i,i,i,2,i,i,-10,17,i,i
C/C=C/C(=O)OCC(=O)Nc1cccc(S(=O)(=O)NC2=NCCCCC2)c1,i,i,i,i,2,i,i,1,-1,i,i
COC(=O)CNC(=O)CCc1nnc(C2(c3ccc(Cl)cc3)CCC2)o1,i,i,i,i,-6,i,i,-13,7,i,i
CCN1C(=O)[C@H]2[C@@H](c3ccc(OC)cc3)N3C(=O)CN(CCOC)C(=O)[C@@]3(C)[C@H]2C1=O,i,i,i,i,9,i,i,0,1,i,i
COC(=O)CN1CC(=O)N(c2ccccc2)C1=S,i,i,i,i,3,i,i,-8,4,i,i
Cc1ccc(-n2c(Cc3cccn3C)nnc2SCC(=O)Nc2nnc(C)s2)cc1,i,i,i,i,3,i,i,-13,6,i,i
Cc1ccc2nc(-c3ccccc3)cc(C(=O)O)c2c1,i,i,i,i,-6,i,i,-19,-12,i,i
O=C(Nc1nccs1)c1ccc(-c2ccc(F)c(Cl)c2)o1,i,i,i,i,-5,i,i,-2,75*,i,i
O=C(O)Cn1c(SCCOc2ccc(Cl)cc2)nc2ccccc21,i,i,i,i,4,i,i,0,-1,i,i
CC(Sc1nccn1C)C(=O)Nc1ccc(Cl)cn1 (stereo not drawn),i,i,i,i,2,i,i,-12,-8,i,i
COC(=O)c1cc(S(=O)(=O)NCc2cccc(Br)c2)c[nH]1,i,i,i,i,2,i,i,-4,-2,i,i
CC(C)Oc1ccc(OCCn2c(=S)[nH]c3c(N)ncnc32)cc1,i,i,i,i,12,i,i,-21,-15,i,i
CCOC(=O)c1cc(C(=O)OCC)c(=O)[nH]c1SCc1ccccc1,i,i,i,i,5,i,i,-6,24,i,i
CC(=O)N1CCc2cc(S(=O)(=O)NC3CCCCC3)ccc21,i,i,i,i,2,i,i,-3,-2,i,i
S=c1[nH]nc(COc2ccccc2)n1/N=C/c1ccc(Cl)cc1,i,i,.,i,6,i,i,-2,4,i,i
CCS(=O)(=O)N1CCC(C(=O)NCCCN2CCN(c3ccccc3F)CC2)CC1,i,i,i,i,8,i,i,-5,13,i,i
O=C1N[C@@H](Cc2ccccc2)C(=O)N2[C@H]1C[C@]1([C@]34C[C@H]5C(=O)N[C@@H](Cc6ccccc6)C(=O)N5[C@H]3N(S(=O)(=O)c3ccccc3)c3ccccc34)c3ccccc3N(S(=O)(=O)c3ccccc3)[C@H]21,i,i,i,i,-1,i,i,-6,-1,i,i
CC(C)Cc1nnc(NC(=O)CN2C(=O)NC3(CCCCC3)C2=O)s1,i,i,i,i,0,i,i,-2,-10,i,i
CCOC(=O)C1=C(C)N=C2SCCC(=O)N2C1c1ccc(C(=O)OC)cc1 (stereo not drawn),i,i,i,i,-2,i,i,-8,0,i,i
CC1(C)CC(=O)C2=C(C1)Oc1ncn(CCCO)c(=N)c1C2c1ccccc1 (stereo not drawn),i,i,i,i,-2,i,i,-7,-17,i,i
O=[N+]([O-])c1cccc(N=Cc2sc3ccccc3c2O)c1,i,i,.,i,2,i,i,-14,6,i,.
Nc1[nH]n(-c2ccccc2)c(=O)c1N=Nc1ccc2c(c1)OCO2,i,i,i,i,.,i,i,-12,0,i,i
COc1cc(CNc2ccc(N3CCOCC3)cc2)ccc1OCC(=O)NC(C)(C)C,i,i,i,i,-5,i,i,-6,1,i,i
Cc1ccc(SCc2noc(C(=O)NCC3CCCO3)c2C(=O)O)cc1C (stereo not drawn),i,i,i,i,0,i,i,-6,11,i,i
COc1cc(C(=O)Nc2cc(-c3cn4cccnc4n3)ccc2C)cc(OC)c1OC,i,i,i,i,-130,i,i,-9,-3,i,i
COc1ccc(C)cc1N(C(=O)c1ccccc1F)c1nc2ccccc2s1,i,i,i,i,.,-9.7*,i,-13,1,i,i
CCn1c(=O)c(C(=O)NCCc2ccc(Cl)cc2)c(O)c2ccccc21,i,i,i,i,3,i,i,-6,21,i,i
CC(=O)Nc1ccc(-n2cnnn2)cc1,i,i,i,i,-1,i,i,-10,-1,i,i
CCCCOC(=O)c1ccc(NC(=O)COC(=O)CN2C(=O)NC3(CCCC3)C2=O)cc1,i,i,i,i,4,i,i,-13,0,i,i
CCCC(CCC)n1[nH]c(=O)c2c(C)cc(C)nc21,i,i,i,i,-1,i,i,-3,.,i,i
C=CCn1c(CNC(=O)c2ccco2)nnc1SCC(=O)c1ccc(OC)cc1,i,i,i,i,2,i,i,-6,12,i,i
CCCN(CCC)C(=O)c1cc([N+](=O)[O-])cc2c1-c1ccc([N+](=O)[O-])cc1C2=C(C#N)C#N,i,i,.,i,-2,i,i,-4,8,i,.
COc1ccc(CCNC2CC(=O)N(CCc3ccccc3)C2=O)cc1 (stereo not drawn),i,i,i,i,-3,i,i,7.1*,5,i,i
Cc1cc(-c2c(C)[nH]n(-c3ccccc3)c2=O)n(-c2ccccc2)n1,i,i,i,i,2,i,i,-4,0,i,i
Cc1nc2ccc(S(=O)(=O)NCC(=O)O)cc2s1,i,i,i,i,7,i,i,-6,-2,i,i
Cc1nc(C)c2c(c1C(F)(F)F)-c1ccccc1C2(F)F,i,i,i,i,-3,i,i,-4,7,i,i
COc1ccc(CC(=O)OCC(=O)Nc2cccc(Br)c2)cc1,i,i,i,i,-2,i,i,-8,-14,i,i
COc1cc(C)c(C)cc1S(=O)(=O)NC1CC(C)(C)NC(C)(C)C1,i,i,i,i,-4,i,i,-7,-2,i,i
O=C(N/N=C/c1ccc(-c2cccc(C(F)(F)F)c2)o1)c1cccc(F)c1,i,i,i,i,-4,-9.9*,i,-19,-1,i,i

# In the list so far, seven contain an NH in an aromatic ring.
SMILES,ANO1 block,RGS4 act,ANO1 activ,KCNQ1 block,HDAC3 inh,KCNK9 inh,KCNQ1 pot,hERG protect,SKKanGAS inh,RGS4 block,KCNK3 inh
COC(=O)c1cc(S(=O)(=O)NCc2cccc(Br)c2)c[nH]1,i,i,i,i,2,i,i,-4,-2,i,i
CC(C)Oc1ccc(OCCn2c(=S)[nH]c3c(N)ncnc32)cc1,i,i,i,i,12,i,i,-21,-15,i,i
CCOC(=O)c1cc(C(=O)OCC)c(=O)[nH]c1SCc1ccccc1,i,i,i,i,5,i,i,-6,24,i,i
S=c1[nH]nc(COc2ccccc2)n1/N=C/c1ccc(Cl)cc1,i,i,.,i,6,i,i,-2,4,i,i
Nc1[nH]n(-c2ccccc2)c(=O)c1N=Nc1ccc2c(c1)OCO2,i,i,i,i,.,i,i,-12,0,i,i
CCCC(CCC)n1[nH]c(=O)c2c(C)cc(C)nc21,i,i,i,i,-1,i,i,-3,.,i,i
Cc1cc(-c2c(C)[nH]n(-c3ccccc3)c2=O)n(-c2ccccc2)n1,i,i,i,i,2,i,i,-4,0,i,i

# Reprinted at random: 2 compounds from above, in no set order.
SMILES,ANO1 block,RGS4 act,ANO1 activ,KCNQ1 block,HDAC3 inh,KCNK9 inh,KCNQ1 pot,hERG protect,SKKanGAS inh,RGS4 block,KCNK3 inh
COc1cc(C)c(C)cc1S(=O)(=O)NC1CC(C)(C)NC(C)(C)C1,i,i,i,i,-4,i,i,-7,-2,i,i
CCCC(CCC)n1[nH]c(=O)c2c(C)cc(C)nc21,i,i,i,i,-1,i,i,-3,.,i,i

# Screening data deposited in PubChem by several laboratories.
